C1s block: human complement C1s inhibition; P09871; purified C1s, fluorogenic AMC substrate, pooled mixtures; mean inhibition % of two 10-compound mixtures (active compounds read high), % at 5 µM (by protocol); hit rate 0.16% among 62,000; AID 538;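 active = inhibition above 20% in each of the two 10-compound mixture wells holding the compound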;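 note: 0% = enzyme wells lacking compound mixture and 100% = no-enzyme blank wells; some compounds called inactive have numbers as strong as hits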
PKA kinase inh: blocks human protein kinase A activity; P17612; PKA Kemptide phosphorylation, Kinase-Glo ATP luminescence; inhibition, % at 6 µM; hit rate 0.1% among 65,000; AID 524;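 active = inhibition above the screen-wide mean inhibition plus 3 SD, cut at about 21% in these data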; note: many of its hits are not listed in these tables
ROCK2 blocker: blocks human Rho kinase 2 activity. purified ROCK2, Kinase-Glo ATP depletion luminescence. hit rate 0.35% among 60,000. inhibition, % at 6 µM. O75116. AID 604;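 active = inhibition above the screen-wide mean inhibition plus 3 SD, cut at about 18% in these data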;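 note: plate controls were DMSO wells for no effect and Y-27632 control wells after no-enzyme background subtraction for full effect; many of its hits are not listed in these tables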
CatL inh: blocks human cathepsin L protease activity; inhibition, %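 (tested at 10 µM)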; P07711; hit rate 0.17% among 58,000; purified cathepsin L, fluorogenic substrate, fluorescence; AID 460; in the data active = inhibition above about 45%;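 note: 0% = enzyme with no compound and 100% = no enzyme blank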
Her2 expr inh: inhibitors of human Her2 kinase expression; P04626; SKBR-3 HER2 protein level, AlphaScreen, 18-24 h; active compounds read low; HER2 level % of control, % at 10 µM; hit rate 0.69% among 65,000;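 active = HER2 level under 5% of the carrier-only control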;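 note: 100% = DMSO carrier and 0% = 500 nM PU-H71 HSP90 inhibitor; lower value means stronger loss of Her2 protein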
CatS inh: human cathepsin S inhibition | recombinant cathepsin S, AMC dipeptide fluorescence, pooled mixtures | AID 501 | inhibition, %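 (tested at 5 µM per compound within 10-compound mixtures)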 | P25774 | hit rate 0.06% among 62,000; in the data active = inhibition above about 32%, passing the limit was not always enough;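 note: 0% = enzyme without compound and 100% = blank without enzyme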
Target sequence (P25774 115-331 limits assumed): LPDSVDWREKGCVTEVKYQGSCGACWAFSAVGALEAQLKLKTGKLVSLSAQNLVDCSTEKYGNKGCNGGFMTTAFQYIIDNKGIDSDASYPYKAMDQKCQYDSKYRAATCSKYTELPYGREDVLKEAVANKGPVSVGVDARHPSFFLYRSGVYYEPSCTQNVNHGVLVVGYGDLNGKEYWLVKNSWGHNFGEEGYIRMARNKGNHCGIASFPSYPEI
CatB inh: blocks human cathepsin B protease activity. P07858. inhibition, %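 (tested at 10 µM)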. purified cathepsin B, fluorogenic substrate, fluorescence. hit rate 0.1% among 63,000; in the data active = inhibition above about 21%;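 note: 0% = enzyme with no compound and 100% = no enzyme blank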
CatG inh: blocks human cathepsin G enzyme activity | P08311 | purified enzyme, AMC-tetrapeptide fluorescence, pooled mixtures | inhibition, % at 5 µM (by protocol) | hit rate 0.2% among 62,000;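 active = inhibition above 20% in each of the two mixture wells holding the compound; inactive = inhibition of 20% or less in either well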;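 note: 0% = enzyme control without mixture and 100% = blank lacking enzyme; strong numbers were not always called active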
CatB mixtures: human cathepsin B inhibition by mixtures | Purified cathepsin B, AMC dipeptide fluorescence, compound mixtures | inhibition, %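 (ten-compound pools at 5 µM per compound and 50 µM total)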 | hit rate 0.06% among 62,000 | AID 488; in the data active = inhibition above about 22%, passing the limit was not always enough;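 note: 0% = enzyme without compound and 100% = no enzyme blank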
Active calls of the source: *; . = not tested or not shown. A portion of the library (hit frequency here may not be typical).

entry	molecule	C1s block	PKA kinase inh	ROCK2 blocker	CatL inh	Her2 expr inh
1	CCOC(=O)Nc1ccc2c(c1)N(C(=O)CCN1CCOCC1)c1ccccc1S2	12	10	2	6	94
2	CCCc1cc(C(N)=S)ccn1	-1	-4	-1	-1	115
3	CC(=O)O[C@@]12CO[C@@H]1C[C@H](O)[C@@]1(C)C(=O)[C@H](O)C3=C(C)[C@@H](OC(=O)[C@H](O)[C@@H](NC(=O)OC(C)(C)C)c4ccccc4)C[C@](O)([C@@H](OC(=O)c4ccccc4)[C@H]21)C3(C)C	15	0	5	0	90
4	CCN(CC)CCOC(=O)C(c1ccccc1)c1ccccc1	17	3	4	14	65
5	CCCN(CCC)C(=O)C(CCC(=O)O)NC(=O)c1ccccc1 (centres undefined)	11	-4	1	6	102
6	COc1cc(C(=O)NCCCCCC(=O)O)cc(OC)c1OC	15	3	3	11	64
7	O=C1CCc2cc(OCCCCc3nnnn3C3CCCCC3)ccc2N1	14	-4	1	-15	66
8	CN1CCC(=C2c3ccccc3CC(=O)c3sccc32)CC1	2	-11	-8	9	98
9	OCC(O)CN1CCN(c2ccccc2)CC1 (centres undefined)	1	-1	8	6	90
10	O=C(NCCN1CCOCC1)c1ccc(Cl)cc1	7	-1	-3	0	112
11	Cc1oncc1C(=O)Nc1ccc(C(F)(F)F)cc1	5	5	5	29	110
12	CN(C)CCOC(=O)C(c1ccccc1)C1(O)CCCC1 (centres undefined)	2	4	5	-1	64
13	CN1CCN(c2c(F)cc3c(=O)c(C(=O)O)cn4c3c2SCC4)CC1	-26	3	-4	-68	306

entry	CatS inh	CatB inh	CatG inh	CatB mixtures
1	6	2	9	1
2	15	0	6	0
3	9	6	11	2
4	-9	5	5	3
5	2	-2	7	5
6	0	-1	11	2
7	11	1	9	0
8	4	.	1	6
9	-3	-1	7	-2
10	-5	0	7	-3
11	0	0	-7	1
12	4	-2	2	7
13	-14	0	-1	0

Entries from the list above that contain a carbonyl joined to an NH by a bond outside any ring:
entry	molecule	C1s block	PKA kinase inh	ROCK2 blocker	CatL inh	Her2 expr inh
1	CCOC(=O)Nc1ccc2c(c1)N(C(=O)CCN1CCOCC1)c1ccccc1S2	12	10	2	6	94
3	CC(=O)O[C@@]12CO[C@@H]1C[C@H](O)[C@@]1(C)C(=O)[C@H](O)C3=C(C)[C@@H](OC(=O)[C@H](O)[C@@H](NC(=O)OC(C)(C)C)c4ccccc4)C[C@](O)([C@@H](OC(=O)c4ccccc4)[C@H]21)C3(C)C	15	0	5	0	90
5	CCCN(CCC)C(=O)C(CCC(=O)O)NC(=O)c1ccccc1 (centres undefined)	11	-4	1	6	102
6	COc1cc(C(=O)NCCCCCC(=O)O)cc(OC)c1OC	15	3	3	11	64
10	O=C(NCCN1CCOCC1)c1ccc(Cl)cc1	7	-1	-3	0	112
11	Cc1oncc1C(=O)Nc1ccc(C(F)(F)F)cc1	5	5	5	29	110

entry	CatS inh	CatB inh	CatG inh	CatB mixtures
1	6	2	9	1
3	9	6	11	2
5	2	-2	7	5
6	0	-1	11	2
10	-5	0	7	-3
11	0	0	-7	1
